ADAM17 inh = ADAM17 inhibition, QFRET primary screen. P78536. recombinant ADAM17, EDANS/DABCYL FRET peptide cleavage. inhibition, % at 6.95 µM. 370,000 tested, 0.83% active. AID 720648;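 active means inhibition above the mean of compounds lying between control limits plus 3 SD, set per campaign, cut at about 8.5% in these data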;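 further: 0% = DMSO-only wells as the low control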
ADAM10 inh = inhibits human ADAM10; AID 720582; recombinant ADAM10, EDANS/DABCYL FRET peptide cleavage, 3 h; inhibition, % at 7 µM; 370,000 tested, 0.62% active; O14672;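 active means inhibition above a per-campaign cutoff equal to the mean of compounds falling between control-based bounds plus 3 SD, cut at about 20% in these data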;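 further: 0% = DMSO wells while the 100% control is not disclosed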
hgDAF12 agonist = agonists of H. glycines DAF-12 nuclear receptor; AID 687014; 370,000 tested, 1.8% active; activation, % at 6.8 µM; HEK293 GAL4-hgDAF12 UAS-luciferase reporter, agonist luminescence; normalized to butyrate control;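 active means activation above a cutoff set at the mean of all screened compounds plus 3 SD, cut at about 10% in these data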;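 further: 0% = DMSO wells and 100% = sodium butyrate wells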
sPLA2-III inh = Blocks human group III sPLA2 activity; QFRET BODIPY PC-A2 liposome hydrolysis, fluorescence; AID 743126; 370,000 tested, 0.56% active; inhibition, % at 12.2 µM;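 active means inhibition above mean plus 3 SD of compounds lying within the high and low control bounds, cut at about 19% in these data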;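 further: 0% = median of test compound wells and 100% = no enzyme DMSO wells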
ssDAF12 agonist = activators of S. stercoralis DAF-12 nuclear receptor. HEK293 ssDAF-12/GRIP1 lit1-tk-luc reporter, luminescence; % of 3 µM dafachronic acid response. activation, % at 6.8 µM. 370,000 tested, 1% active. AID 652126;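 active means activation above the mean over all tested compounds plus 3 SD, cut at about 0.9% in these data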;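 further: 0% = DMSO-only wells and 100% = 3 µM delta7-dafachronic acid wells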
hcDAF-12 act = activators of H. contortus DAF-12 nuclear receptor. HEK293 hcDAF-12 lit1-tk-luc reporter, luminescence; 0% DMSO, 100% Δ7-dafachronic acid. activation, % at 6.8 µM. 370,000 tested, 1.4% active;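 active means activation above the mean of all tested compounds plus 3 SD, cut at about 5.5% in these data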;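 further: 100% = response to 3 µM Δ7-dafachronic acid high control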
PLC-gamma1 inh = PLC-gamma1 (human) inhibition, primary screen | purified PLC-gamma1, fluorogenic substrate, fluorescence | inhibition, % at 12.2 µM | 370,000 tested, 0.84% active | AID 720700; in the data active means inhibition above about 9.5%
PLCb3 inh = blocks human PLC-beta3 enzyme activity; Purified PLC-beta3, fluorogenic substrate, fluorescence; inhibition, % at 12.2 µM; 370,000 tested, 0.18% active; AID 720704; Q01970; in the data active means inhibition above about 11%;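 further: 0% = median of compound wells on plate and 100% = full blocker control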
Target sequence (Q01970 whole entry, looked up): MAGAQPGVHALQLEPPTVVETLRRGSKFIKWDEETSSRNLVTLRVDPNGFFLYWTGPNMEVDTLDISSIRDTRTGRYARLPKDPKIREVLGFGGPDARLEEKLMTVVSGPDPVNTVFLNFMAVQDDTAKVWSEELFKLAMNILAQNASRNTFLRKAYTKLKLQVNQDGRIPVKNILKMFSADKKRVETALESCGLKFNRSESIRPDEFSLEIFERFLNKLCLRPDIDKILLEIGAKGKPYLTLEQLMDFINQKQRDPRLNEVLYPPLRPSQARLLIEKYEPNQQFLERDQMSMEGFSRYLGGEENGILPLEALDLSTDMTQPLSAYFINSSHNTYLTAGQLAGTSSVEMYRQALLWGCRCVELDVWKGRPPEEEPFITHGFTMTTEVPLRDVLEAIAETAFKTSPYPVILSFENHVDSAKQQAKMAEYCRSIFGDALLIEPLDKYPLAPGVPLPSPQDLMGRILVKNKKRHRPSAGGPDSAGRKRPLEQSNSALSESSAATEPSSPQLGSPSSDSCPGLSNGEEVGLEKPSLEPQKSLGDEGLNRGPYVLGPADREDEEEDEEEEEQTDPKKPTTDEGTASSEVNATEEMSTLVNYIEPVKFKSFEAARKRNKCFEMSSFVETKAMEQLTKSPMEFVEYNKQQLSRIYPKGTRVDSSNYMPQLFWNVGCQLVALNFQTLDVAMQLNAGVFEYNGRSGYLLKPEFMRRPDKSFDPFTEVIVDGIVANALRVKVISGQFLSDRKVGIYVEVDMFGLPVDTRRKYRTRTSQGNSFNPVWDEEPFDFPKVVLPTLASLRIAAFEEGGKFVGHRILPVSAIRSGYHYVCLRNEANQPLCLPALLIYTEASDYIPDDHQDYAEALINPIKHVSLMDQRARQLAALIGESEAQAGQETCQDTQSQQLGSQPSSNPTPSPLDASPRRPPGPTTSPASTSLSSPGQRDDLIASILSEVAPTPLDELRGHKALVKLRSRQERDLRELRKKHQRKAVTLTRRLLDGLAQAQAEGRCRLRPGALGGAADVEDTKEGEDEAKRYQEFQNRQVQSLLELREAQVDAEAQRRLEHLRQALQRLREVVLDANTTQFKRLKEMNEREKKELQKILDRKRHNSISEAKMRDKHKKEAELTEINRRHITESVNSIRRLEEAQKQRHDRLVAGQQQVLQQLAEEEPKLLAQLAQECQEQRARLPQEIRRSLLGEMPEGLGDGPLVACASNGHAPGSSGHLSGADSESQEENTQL
DAX1 inh-1 = DAX1 (NR0B1) inhibition, primary screen; AID 652010; inhibition, % at 6.8 µM; 370,000 tested, 1.1% active; HEK293T StAR-luciferase reporter, SF-1/DAX-1 repression relief;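 active means inhibition above the mean over all tested compounds plus 3 SD, cut at about 3.6% in these data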;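 further: 0% = DAX-1 cells with DMSO and 100% = cells lacking DAX-1 with DMSO; higher inhibition means more luminescence from relief of DAX-1 repression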
DAX1 inh-2 = NR0B1 (DAX1) inhibition; P51843; HEK293 Gal4-DAX1 luciferase reporter, luminescence; inhibition, % at 6.75 µM; 340,000 tested, 0.99% active; AID 504766;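 active means inhibition above the mean over all tested compounds plus 3 SD, cut at about 4.2% in these data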;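 further: 0% = DAX1-transfected cells with DMSO and 100% = empty-vector control cells with DMSO; inhibition shows as a rise in luminescence from relieved DAX1 repression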
GAA850 FXN act = activators of GAA850 frataxin (FXN) promoter; HEK293 lucGAA850 FXN promoter luciferase reporter, 24 h; percent of 10 µM SAHA response; activation, % at 6 µM; 360,000 tested, 0.56% active;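 active means activation above the average of all compounds screened plus 3 SD, cutoff fixed separately per campaign, cut at about 7.5% in these data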;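 further: 0% = DMSO wells and 100% = 10 µM SAHA wells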
* hit, by the source's call; & = joins results of further samples. Outcome played no part in choosing rows; any-hit rate near 6.9%.

`C=CCC[C@@H](Cc1ccc(F)cc1)C(=O)OC[C@H](Cc1c[nH]c2ccccc12)NC(=O)[C@H](CC=C)CC(=O)N(CCO)Cc1ccccc1` gave ADAM17 inh 12*, ADAM10 inh 21*, hgDAF12 agonist 2.1, sPLA2-III inh -118, ssDAF12 agonist -0.7, hcDAF-12 act -1.7, PLC-gamma1 inh 0, PLCb3 inh 1, DAX1 inh-1 -1.9, DAX1 inh-2 -0.6 and GAA850 FXN act -1.9.
CCN(CC)C(=O)[C@H]1CC(CC(=O)NCc2ccco2)C(=O)N2CCc3c([nH]c4ccccc34)[C@]12C (stereo partly specified) was read as ADAM17 inh -5, ADAM10 inh -11, hgDAF12 agonist -1.1, sPLA2-III inh 1, ssDAF12 agonist 0.0, hcDAF-12 act -1.4, PLC-gamma1 inh -5, PLCb3 inh 2, DAX1 inh-1 0.1, DAX1 inh-2 -0.6 and GAA850 FXN act -1.3.
`COc1ccc(C(=O)C2CCCN(C(=O)c3cccc(N4CCCC4=O)c3)C2)cc1OC` (stereo unspecified) gave ADAM17 inh -1, ADAM10 inh -21, hgDAF12 agonist -1.7, sPLA2-III inh 8, ssDAF12 agonist -1.0, hcDAF-12 act 0.3, PLC-gamma1 inh 4, PLCb3 inh -9, DAX1 inh-1 -3.8, DAX1 inh-2 0.5 and GAA850 FXN act 2.5.
Screening CS(=O)(=O)c1ccc2nc(NC(=O)CN3C(=O)C4CC=CCC4C3=O)sc2c1 (stereo unspecified) returned ADAM17 inh -1, ADAM10 inh -2, hgDAF12 agonist 0.8, sPLA2-III inh -5, ssDAF12 agonist -1.2, hcDAF-12 act 0.2, PLC-gamma1 inh 2, PLCb3 inh -2, DAX1 inh-1 -0.8, DAX1 inh-2 2.8 and GAA850 FXN act -0.2.
Screening COc1ccc(NCc2nnc(SCC#N)n2-c2ccccc2OC)cc1 returned ADAM17 inh -3, ADAM10 inh -5, hgDAF12 agonist -0.1, sPLA2-III inh 9, ssDAF12 agonist -0.8, hcDAF-12 act -1.5, PLC-gamma1 inh 0, PLCb3 inh -4, DAX1 inh-1 -0.6, DAX1 inh-2 -1.4 and GAA850 FXN act -2.2.
Screening O=C1C[C@H](c2ccc(O)cc2)Oc2cc(O[C@@H]3O[C@H](CO)[C@@H](O)[C@H](O)[C@H]3O)cc(O[C@@H]3O[C@H](CO)[C@@H](O)[C@H](O)[C@H]3O)c21 returned ADAM17 inh -3, ADAM10 inh 6, hgDAF12 agonist 0.5, sPLA2-III inh 0, ssDAF12 agonist -1.4, hcDAF-12 act -1.2, PLC-gamma1 inh -2, PLCb3 inh -3, DAX1 inh-1 -0.3, DAX1 inh-2 0.3 and GAA850 FXN act 0.6.
For Cc1ccccc1N(C(=O)Cn1nnc(-c2cccs2)n1)C(C(=O)NCCC(C)C)c1ccco1 (stereo unspecified) the results were ADAM17 inh 3, ADAM10 inh 9, hgDAF12 agonist 1.1, sPLA2-III inh -13, ssDAF12 agonist -1.6, hcDAF-12 act -0.5, PLC-gamma1 inh 3, PLCb3 inh 2, DAX1 inh-1 0.1, DAX1 inh-2 0.2 and GAA850 FXN act -2.1.
O=C(Nc1ccc2c(c1)OCO2)C(c1ccccc1)N1CCN(C(=O)c2ccco2)CC1 (stereo unspecified) was read as ADAM17 inh -1, ADAM10 inh -3, hgDAF12 agonist 0.6, sPLA2-III inh -3, ssDAF12 agonist -1.4, hcDAF-12 act -0.6, PLC-gamma1 inh 0, PLCb3 inh 0, DAX1 inh-1 0.0, DAX1 inh-2 -1.4 and GAA850 FXN act 0.2.
Screening CC(C)(NS(=O)(=O)OCC(Cl)(Cl)Cl)c1ccccc1 returned ADAM17 inh 1, ADAM10 inh 5, hgDAF12 agonist -1.5, sPLA2-III inh -5, ssDAF12 agonist -1.3, hcDAF-12 act 0.5, PLC-gamma1 inh 3, PLCb3 inh 5, DAX1 inh-1 -0.7, DAX1 inh-2 1.4 and GAA850 FXN act 1.6.
C[C@H](O)[C@@H]1CN2CCc3c([nH]c4c(-c5ccccc5)cccc34)[C@@H]2C[C@@H]1N(C)C(=O)Nc1ccccc1 was read as ADAM17 inh -10, ADAM10 inh -43, hgDAF12 agonist -0.4, sPLA2-III inh 7, ssDAF12 agonist -0.7, hcDAF-12 act 0.8, PLC-gamma1 inh -110, PLCb3 inh -125 and DAX1 inh-1 0.9.
Screening Nc1[nH]c(C(=O)c2ccccc2)c(-c2ccc(Br)cc2)c1C(=O)NC1CCCCC1 returned ADAM17 inh -3, ADAM10 inh -10, hgDAF12 agonist 0.4, sPLA2-III inh 0, ssDAF12 agonist -1.3, hcDAF-12 act -0.6, PLC-gamma1 inh -1, PLCb3 inh -6 and DAX1 inh-1 -1.0.
For FC(F)(F)c1ccccc1Cc1c(-c2ccccc2)nc2c3ccccc3ccn12 the results were ADAM17 inh -6, ADAM10 inh -16, hgDAF12 agonist 3.3, sPLA2-III inh -3, ssDAF12 agonist -0.2, hcDAF-12 act 6.0*, PLC-gamma1 inh -9, PLCb3 inh -10 and DAX1 inh-1 0.9.

Filtered by structure: the entries above with fluorine
`C=CCC[C@@H](Cc1ccc(F)cc1)C(=O)OC[C@H](Cc1c[nH]c2ccccc12)NC(=O)[C@H](CC=C)CC(=O)N(CCO)Cc1ccccc1` gave ADAM17 inh 12*, ADAM10 inh 21*, hgDAF12 agonist 2.1, sPLA2-III inh -118, ssDAF12 agonist -0.7, hcDAF-12 act -1.7, PLC-gamma1 inh 0, PLCb3 inh 1, DAX1 inh-1 -1.9, DAX1 inh-2 -0.6 and GAA850 FXN act -1.9.
For FC(F)(F)c1ccccc1Cc1c(-c2ccccc2)nc2c3ccccc3ccn12 the results were ADAM17 inh -6, ADAM10 inh -16, hgDAF12 agonist 3.3, sPLA2-III inh -3, ssDAF12 agonist -0.2, hcDAF-12 act 6.0*, PLC-gamma1 inh -9, PLCb3 inh -10 and DAX1 inh-1 0.9.

Continuation.
`CCN(C(=O)CN1C=NS(=O)(=O)c2ccccc21)c1ccccc1` gave ADAM17 inh -1, ADAM10 inh -4, hgDAF12 agonist 1.8, sPLA2-III inh 4, ssDAF12 agonist -1.1, hcDAF-12 act 1.4, PLC-gamma1 inh 2, PLCb3 inh -2, DAX1 inh-1 0.0, DAX1 inh-2 0.5 and GAA850 FXN act -1.1.
`O=C(c1ccc(COc2ccccc2Cl)o1)N1CCN(Cc2ccc3c(c2)OCO3)CC1` gave ADAM17 inh 3&3, ADAM10 inh 9&5, hgDAF12 agonist -0.3&-0.8, sPLA2-III inh -15&-12, ssDAF12 agonist -1.0&-1.4, hcDAF-12 act -1.3&0.0, PLC-gamma1 inh 4&-2, PLCb3 inh 3&0, DAX1 inh-1 -1.2&-0.4, DAX1 inh-2 -0.1&0.7 and GAA850 FXN act 1.1&2.6.
CCCCc1cc(=O)oc2cc(C)cc(O)c12 was read as ADAM17 inh 2, ADAM10 inh 1, hgDAF12 agonist -0.9, sPLA2-III inh -11, ssDAF12 agonist -2.1, hcDAF-12 act -1.9, PLC-gamma1 inh -93, PLCb3 inh -104, DAX1 inh-1 -1.1, DAX1 inh-2 0.2 and GAA850 FXN act 0.9.
Screening O=C(Nc1ccccc1C(F)(F)F)c1cc(S(=O)(=O)N2CCC3(CC2)OCCO3)ccc1F returned ADAM17 inh -3, ADAM10 inh 2, hgDAF12 agonist 1.3, sPLA2-III inh -1, ssDAF12 agonist -2.0, hcDAF-12 act -1.5, PLC-gamma1 inh 0, PLCb3 inh 0, DAX1 inh-1 -0.8, DAX1 inh-2 1.0 and GAA850 FXN act -2.7.
For Cc1ncc(CSCC(=O)Nc2cc(C(F)(F)F)ccc2Cl)c(CO)c1O the results were ADAM17 inh -20, ADAM10 inh -44, hgDAF12 agonist -0.3, sPLA2-III inh -6, ssDAF12 agonist -0.7, hcDAF-12 act -2.0, PLC-gamma1 inh -5, PLCb3 inh -14, DAX1 inh-1 -0.5, DAX1 inh-2 0.9 and GAA850 FXN act 5.1.
Screening COc1cccc(C(=O)Nc2ccncc2)c1OC returned ADAM17 inh -3, ADAM10 inh -11, hgDAF12 agonist -1.0, sPLA2-III inh 1, ssDAF12 agonist -1.1, hcDAF-12 act -1.5, PLC-gamma1 inh -2, PLCb3 inh -8, DAX1 inh-1 0.0, DAX1 inh-2 -1.1 and GAA850 FXN act 1.1.
CCOC(=O)[C@@H]1[C@H]2COc3ccc(Br)cc3[C@H]2N2C(=O)N(c3cccc(F)c3)C(=O)[C@]12C was read as ADAM17 inh 5, ADAM10 inh 20*, hgDAF12 agonist -1.5, sPLA2-III inh -6, ssDAF12 agonist -1.2, hcDAF-12 act -1.8, PLC-gamma1 inh 3, PLCb3 inh 1, DAX1 inh-1 -0.3, DAX1 inh-2 -0.5 and GAA850 FXN act -2.3.
For CC(NC(=O)c1cc(COc2ccccc2)on1)c1nccs1 (stereo unspecified) the results were ADAM17 inh -2, ADAM10 inh 4, hgDAF12 agonist 20*, sPLA2-III inh 0, ssDAF12 agonist 0.5, hcDAF-12 act 7.9*, PLC-gamma1 inh -4, PLCb3 inh -7, DAX1 inh-1 7.3*, DAX1 inh-2 2.1 and GAA850 FXN act 2.9.
Screening COc1cccc(CNc2nc3cc(-c4ccccc4C)sc3c(=O)n2C)c1 returned ADAM17 inh 5, ADAM10 inh 10, hgDAF12 agonist -3.1, sPLA2-III inh -28, ssDAF12 agonist -1.5, hcDAF-12 act -1.3, PLC-gamma1 inh 2, PLCb3 inh 1, DAX1 inh-1 -1.4 and GAA850 FXN act 1.6.
`COc1ccc(NC(=O)CSCC(=O)NCc2ccco2)cc1` gave ADAM17 inh -1, ADAM10 inh 1, hgDAF12 agonist -2.5, sPLA2-III inh 3, ssDAF12 agonist -0.5, hcDAF-12 act -1.0, PLC-gamma1 inh 1, PLCb3 inh -3, DAX1 inh-1 4.3*, DAX1 inh-2 3.0 and GAA850 FXN act 0.4.
Clc1ccc(CSc2nccn2Cc2ccccc2)cc1 was read as ADAM17 inh 7, ADAM10 inh 9, hgDAF12 agonist 1.3, sPLA2-III inh -15, ssDAF12 agonist -1.4, hcDAF-12 act -1.6, PLC-gamma1 inh 3, PLCb3 inh 1, DAX1 inh-1 -1.3, DAX1 inh-2 -0.2 and GAA850 FXN act -2.9.
For Cc1nn(-c2ccccc2)c(Cl)c1C(=O)NCCN(C)C the results were ADAM17 inh 0, ADAM10 inh -6, hgDAF12 agonist -0.6, sPLA2-III inh 0, ssDAF12 agonist -1.6, hcDAF-12 act -1.4, PLC-gamma1 inh 5, PLCb3 inh -1, DAX1 inh-1 2.3, DAX1 inh-2 0.6 and GAA850 FXN act 1.0.
Screening Cc1cccc(S(=O)(=O)c2c(N)n(-c3ccccc3)c3nc4ccccc4nc23)c1 returned ADAM17 inh -72, ADAM10 inh -273, hgDAF12 agonist 3.1, sPLA2-III inh -4, ssDAF12 agonist -0.5, hcDAF-12 act 1.3, PLC-gamma1 inh -50, PLCb3 inh -50, DAX1 inh-1 -0.1, DAX1 inh-2 0.1 and GAA850 FXN act -1.0.
